Screens from PubChem.
Lipid storage S3 = qHTS Assay for Lipid Storage Modulators in Drosophila S3 Cells. Potency in µM for hits, for the others lipid storage change, negative = inhibition, % at the top dose, mostly 46.1 µM. 320,000 tested, 0.64% active. Drosophila S3 cells, BODIPY lipid droplet fluorescence, 18-24 h; cells fed with added oleic acid; active = well fitted inhibition curve with a large enough effect in the signal ratio, with a control signal flat, not every such curve was filed as active; inconclusive = small, poorly fitted or top-dose-only effect, or effect the other way, or a change in a side signal; the % refers to the signal ratio
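Laser-scanning cytometry quantifies lipid droplet accumulation (500–530 nm total intensity; droplet/cell object ratio) in oleic acid-fed (400 uM added) Drosophila S3 cells treated with a concentration series. 20 uM Triacsin C defined 100% inhibition.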
Lipid storage S3 cell count max = further read-out of Lipid storage S3, marked with its call; cell number change, %; measured here: cell count max response;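 cells counted by Cell Tracker Red CMTPX staining in the red channel; peak over a dose series mostly up to 46.1 µM; percent activity relative to internal control wells on each plate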
The depositor's hits bear a star; i = inactive; ? = inconclusive; . = not tested or not shown. % is set by controls: 0 for no effect and ±100 for the full control effect; potency is the fitted concentration of half-maximal effect. These rows are one share of the data; rates above refer to the full screens.

nr | Molecule | Lipid storage S3 | Lipid storage S3 cell count max
1 | CN(C)CCN(Cc1cc2cc3c(cc2nc1Cl)OCO3)C(=O)c1ccco1 | 6% | -3
2 | COCCC(=O)N1CCC(Oc2ccc(C(=O)N3CCC[C@H]3CO)cc2)CC1 | i | 11
3 | FC(F)(F)c1ccc(CN2C[C@@H]3C(c4ccc(Cl)nc4)C4(c5cccnc5)CC3(C4)[C@H]2c2ccccc2)cc1 (stereo not given in full) | -5% | -13
4 | CCc1cccc(C)c1NC(=O)C(c1ccccc1)N1CCC1=O (stereo not given) | 7% | 1
5 | COc1ccc(CNC(=O)C(C#N)c2nc3ccccc3nc2N2CCN(C)CC2)cc1 (stereo not given) | ? | .
6 | Cc1cc(NC(=O)CSCc2ccc([N+](=O)[O-])cc2)no1 | ? | .
7 | CCC(C)[C@H]1CNC(=S)N1CCC12CC3CC(CC(C3)C1)C2 (stereo not given in full) | -6% | 7
8 | Cc1ccc(C)c(S(=O)(=O)N2CC(=O)N(CCc3ccccc3)C(=O)C2)c1 | -9% | 2
9 | COc1ccc(C2CC(c3cccs3)=NN2C(=O)CSC2=NCCS2)cc1 (stereo not given) | ? | .
10 | Cc1cc(C)c(C)c(C(=O)CSc2nnc(C)c(=O)[nH]2)c1C | 5% | 0
11 | CCCC(CCC)C(=O)Nc1ccncc1 | 12% | 3
12 | CCC(=O)N1CCc2cc(Br)cc(S(=O)(=O)CCC(=O)NCCOC)c21 | ? | .
13 | C=C(C)CC(c1ccccc1)N(C(C)=O)c1ccco1 (stereo not given) | ? | .
14 | COc1cccc(C(=O)N(CN2CCCC2=O)c2ccccc2OC)c1 | ? | .
15 | Cc1ccc(NC(=O)C(C)Sc2nnc(C3CC3)n2C2CC2)cc1S(=O)(=O)N1CCOCC1 (stereo not given) | i | -10
16 | NC(=O)c1cccc(C[C@H](C(=O)O)N2C(=O)c3ccc(C(=O)O)cc3C2=O)c1 | -2% | -18
17 | Cc1cc(C(=O)CCC(=O)Nc2ncccc2C)c(C)s1 | ? | .
18 | CCCNC(=O)N1CCN(C(=O)NCCC)CC1 | -17% | -14
19 | CCn1c(/C=N/NC(=O)c2ccc(OC)cc2)nc2ccccc21 | 6% | -1
20 | O=C(O)CCN1CCN(S(=O)(=O)c2ccc3ccccc3c2)CC1 | ? | .
21 | COc1ccccc1CNS(=O)(=O)CCNC(=O)c1ccccc1 | 16% | 9
22 | O=C(Cc1ccccc1)NCC(=O)Nc1ccc(OC(F)(F)F)cc1 | ? | .
23 | COc1ccc(C(=O)NC(=S)N2CCC(C)CC2)cc1 | ? | .
24 | Fc1cnc(N2CCN(c3ccccc3)CC2)nc1N1CCN(c2ccccc2)CC1 | ? | .
25 | Cc1ccc(-c2cc(C(=O)NCc3cn(C)nc3C)c3cc(Br)ccc3n2)cc1 | ? | .
26 | CCN(CC)CCNC(=S)Nc1ccc2nc(N3CCCC3)cc(C)c2c1 | 5% | 21
27 | Cn1c(=O)c2[nH]c(-c3ccccc3)c(O)c2n(C)c1=O | -2% | 2
28 | CCN(CC(=O)Nc1ccc(Br)cc1F)CC(=O)NC1CCS(=O)(=O)C1 (stereo not given) | 4% | 15
29 | CC(=O)Nc1ccc(NC(=O)Cc2sc(-c3cccnc3)nc2-c2ccc(C)cc2)cc1 | ? | .
30 | O=c1[nH]c(Cc2ccccn2)nc2scc(-c3ccc(Cl)cc3)c12 | 5% | 10

Compounds above containing a Cl atom (three):
nr | Molecule | Lipid storage S3 | Lipid storage S3 cell count max
1 | CN(C)CCN(Cc1cc2cc3c(cc2nc1Cl)OCO3)C(=O)c1ccco1 | 6% | -3
3 | FC(F)(F)c1ccc(CN2C[C@@H]3C(c4ccc(Cl)nc4)C4(c5cccnc5)CC3(C4)[C@H]2c2ccccc2)cc1 (stereo not given in full) | -5% | -13
30 | O=c1[nH]c(Cc2ccccn2)nc2scc(-c3ccc(Cl)cc3)c12 | 5% | 10

The list continues.
nr | Molecule | Lipid storage S3 | Lipid storage S3 cell count max
31 | Cc1cccc(N(C(=O)c2sc(C)nc2C)C(C(=O)NCc2ccco2)c2ccccc2)c1 (stereo not given) | ? | .
32 | CCOc1ccc(S(=O)(=O)NCc2cccnc2)cc1C(C)C | 5% | -6
33 | CCC(C(=O)NCCCN1CCCCCC1)n1nc(C)c2sc3ccccc3c2c1=O (stereo not given) | i | .
34 | O=C(O)CC1(CC(=O)NCc2ccc(F)cc2)CCCCC1 | 14% | 23
35 | C#CCOCCOCCOCCNc1nc(N2CCN(C(=O)CCCCCCCCCCNC(=O)[C@H](CCCCN)n3cc(CCO)nn3)CC2)nc(N2CCN(C(=O)CCCCCCCCCCNC(=O)[C@H](CCCCN)n3cc(CCO)nn3)CC2)n1 | ? | .
36 | COc1ccc(N(CC(=O)Nc2ccc3c(c2)OCCO3)S(C)(=O)=O)c(OC)c1 | 14% | 7
37 | CN(C)c1ccc(/C=N/NC(=O)c2ccccc2Cl)cc1 | 14% | 0
38 | COc1ccccc1CCNC(=O)CNC(=O)Cc1cccc2ccccc12 | 26% | 6
39 | O=C1/C(=C/c2ccc(F)cc2)SC(=S)N1NS(=O)(=O)c1ccccc1 | -13% | -13
40 | O=C(N/N=C/c1cccc2nccnc12)c1ccccc1O | -15% | -12
41 | O=C(NCc1ccccc1)c1cccnc1N1CCOCC1 | 0% | 0
42 | O=C(NCCN1CCOCC1)c1cc2ccccc2o1 | ? | .
43 | COC(=O)c1ccc(NC(=S)Nc2ccc(O)cc2)cc1 | ? | .
44 | S=C1NCCOCCOCCNC(=S)N2CCOCCOCCN1CCOCCOCC2 | 3% | 21
45 | C[C@@H](C(=O)Nc1ccc2ccccc2c1)[C@@H]1C[C@@]1(C)[C@@H](NC(=O)OCc1ccccc1)c1ccccc1 | ? | .
46 | COc1ccccc1-n1c(SCC(=O)N2CCOCC2)nc2cccnc21 | 6% | 22
47 | CCCn1c(C2CCCN2c2nc(-c3cccc(Br)c3)cs2)nc2ccccc21 (stereo not given) | ? | .
48 | COc1ccccc1NC(=O)CSc1nnc2ccc(-c3ccccn3)nn12 | ? | .
49 | CCOC(=O)Cc1c(C)nc2c(-c3ccc(Cl)cc3)cnn2c1C | 8% | -2
50 | c1ccc2c(c1)OCC(c1csc3ncnc(N4CCCC4)c13)O2 (stereo not given) | ? | .
51 | COc1cc(/C=C/C(=O)OCC(=O)NC2CCS(=O)(=O)C2)ccc1O (stereo not given) | ? | .
52 | CC(=O)c1sc(NC(=O)c2ccc(COc3ccccc3Cl)o2)nc1C | ? | .
53 | Cc1cc(C)c(C)c(S(=O)(=O)N2CCN(C(=O)CNC(=O)c3ccco3)CC2)c1C | ? | .
54 | CCc1ccc(C(C(=O)NCc2ccc(OC)cc2)N(CCOC)C(=O)Cc2cccs2)cc1 (stereo not given) | ? | .
55 | Fc1ccc(CNc2ccccn2)cc1 | ? | .
56 | Cc1cc(C)nc(N2CCC(C(=O)Nc3ccc4c(c3)CCC4)CC2)n1 | ? | .
57 | COc1cccc(CN2CCC(N(CCc3ccccc3)Cc3ccccc3)CC2)c1OC | ? | .
58 | COc1ccc(C(=O)NN=C2CCCC2)cc1OC | -7% | -23
59 | CCOC(=O)CN1CCC(c2ccccc2)CC1 | 2% | 2
60 | c1ccc(OCCN2C3=NCCN3c3ccccc32)cc1 | ? | .
61 | CC(=O)NC1(c2cccc(F)c2)CCN(CC(=O)NC(C)C)CC1 | -3% | -3
62 | Cc1cc(/C=N/n2cnnc2)c(C)n1-c1ccccc1 | i | -2
63 | CCOC(=O)c1cc(CC)sc1N | 10% | .
64 | CC(C)CCc1noc(CN(C)CC2CCN(Cc3ccccc3)CC2)n1 | 4% | 14
65 | C#Cc1ccc([C@H]2C=C(C(=O)O)O[C@@H](OCc3ccc(CO)cc3)C2)cc1 | 3% | 2
66 | O=C(NCCc1ccccc1)c1ccccc1NS(=O)(=O)N1CCCC1 | ? | .
67 | CCc1ccc(NC(=O)CCS(=O)(=O)c2ccc3c(c2)CCN3C(C)=O)cc1 | ? | .
68 | O=C(NCc1ccco1)c1ccc(-c2csnn2)cc1 | 9% | 0
69 | CCn1c(SCC(=O)Nc2c(C)n(C)n(-c3ccccc3)c2=O)nc2c1c(=O)n(C)c(=O)n2C | ? | .
70 | O=C(Nc1ccc2ccccc2c1)c1ccccc1F | ? | .
71 | O=C(CN1CCN(Cc2ccc(Cl)cc2)CC1)N/N=C/C=C/c1ccccc1[N+](=O)[O-] | ? | .
72 | CC(C)Cc1cc(C(=O)N2CCCC(CCC(=O)N(C)CCc3ccccn3)C2)no1 (stereo not given) | -22% | -6
73 | COc1ccc(-n2nc(C(=O)O)cc2-c2ccccc2)cc1 | -4% | -11
74 | CCN(CC)c1ccc(NC(=O)C2CCCN(S(=O)(=O)c3cccnc3)C2)c(C)c1 (stereo not given) | -2% | -7
75 | N#C/C(=C/c1cn(CC(=O)O)c2ccccc12)C(=O)NCc1ccccc1 | ? | .
76 | O=c1[nH]c(=O)c2cn[nH]c2[nH]1 | 3% | 2
77 | CCCCn1c(N)c(N(CCOC)C(=O)c2cc3c(s2)CCC3)c(=O)[nH]c1=O | ? | .
78 | O=C(O)c1ccc(NC(=O)c2cccc(C(=O)Nc3ccc(C(=O)O)cc3)n2)cc1 | ? | .
79 | CC(=O)Nc1nc2n(n1)C(c1ccc(Cl)cc1)C=C(C)N2 (stereo not given) | i | 14
80 | O=C1C2CC=CCC2C(=O)N1Cc1ccccc1Cl (stereo not given) | ? | .
81 | CC(=O)Nc1c(C)cc(S(C)(=O)=O)cc1C | 0% | -6
82 | CCOc1ccccc1-c1cc(-c2ccc(OC)cc2)nc2c1c(=O)n(C)c(=O)n2C | i | -13
83 | CCCc1cc(=O)[nH]c(NCc2ccc(Cl)cc2)n1 | ? | .
84 | CCOc1ccc(OCc2ccc(C(=O)OCc3ccccn3)o2)cc1 | ? | .
85 | COC(=O)c1nc(NC(=O)c2ccccc2)n[nH]1 | -10% | -15
86 | Cc1ccc(CNC(=O)c2cccnc2Sc2cccc(Cl)c2)cc1 | 8% | -3
87 | CC(C)c1ccc(/C=C/C(=O)Nc2nc3ccc([N+](=O)[O-])cc3s2)cc1 | 18% | 0
88 | COc1ccccc1CNC(=O)Nc1cccs1 | ? | .
89 | CCOc1ccccc1OCC(O)CNC (stereo not given) | -5% | 3
90 | CCOC(=O)C1=C(C)NC2=C(C(=O)CC(C)(C)C2)C1c1ccc(O)c(OCC)c1 (stereo not given) | ? | .

Another view of part of the listing above.
39. O=C1/C(=C/c2ccc(F)cc2)SC(=S)N1NS(=O)(=O)c1ccccc1
- Lipid storage S3: -13%
- Lipid storage S3 cell count max: -13
40. O=C(N/N=C/c1cccc2nccnc12)c1ccccc1O
- Lipid storage S3: -15%
- Lipid storage S3 cell count max: -12

The results go on.
nr | Molecule | Lipid storage S3 | Lipid storage S3 cell count max
91 | O=C(Cn1nc(C(=O)O)c2ccccc2c1=O)NC12CC3CC(CC(C3)C1)C2 | ? | .
92 | COc1ccc2c(c1)C(C)=CC(C)(C)N2C(=O)CNCc1ccc2c(c1)OCO2 | ? | .
93 | COc1cc(SC)ccc1C(=O)N1CCCc2ccccc21 | ? | .
94 | COC(=O)Cn1c(=NC(=O)c2cc(-c3cccs3)nc3ccccc23)sc2cc(S(N)(=O)=O)ccc21 | ? | .
95 | COc1ccc(C(=O)OCC(=O)N2CC(=O)Nc3ccccc32)cc1Br | ? | .
96 | O=C(Nc1c(C(=O)N2CCOCC2)cnn1-c1ccccc1)c1ccc([N+](=O)[O-])cc1 | ? | .
97 | O=C(COC(=O)c1nc(Cl)ccc1Cl)c1ccccc1Cl | 1% | -5
98 | O=C(Nc1cccc(Cl)c1)c1ccc(NC2=NC3CS(=O)(=O)CC3S2)cc1 (stereo not given) | ? | .
99 | CC(=O)c1cccc(NC(=O)C(C)OC(=O)C2CCC2)c1 (stereo not given) | ? | .
100 | CC(C)CN(C(=O)COC(=O)CCSc1ccc(F)cc1)c1c(N)n(Cc2ccccc2)c(=O)[nH]c1=O | ? | .
101 | Cc1cc2ccccc2c(=O)n1CC(=O)NCC(=O)N(C)Cc1ccccc1 | i | 1
102 | CCOc1ccc(S(=O)(=O)N(CC(=O)N/N=C/c2cccs2)c2ccc(C)cc2)cc1 | ? | .
103 | CC(C)CCCN1C(Nc2ccccc2)=NC[C@@H]1Cc1ccccc1 | ? | .
104 | CCCCN(C)CCCNC(=O)c1cn(CC)c2ccc(S(=O)(=O)N3CCc4ccccc4C3)cc2c1=O | 4% | -6
105 | COc1ccc2nc(SCC(=O)NC(C)C)[nH]c2c1 | 22% | .
106 | COCCOC(=O)C1=C(C)NC(=O)NC1c1c(Cl)nc2ccccn2c1=O (stereo not given) | 3% | 3
107 | COc1cc(NS(=O)(=O)c2ccc(F)cc2)c(OC)cc1NC(=O)C1CC1 | ? | .
108 | CCCc1c(O)nc(SCC(=O)NCc2ccco2)[nH]c1=O | -9% | -6
109 | O=C(Nc1sc2c(c1C(=O)NCCCO)CCCC2)c1ccccc1 | ? | .

Single records (already shown).
CCCc1c(O)nc(SCC(=O)NCc2ccco2)[nH]c1=O is listed as Lipid storage S3: -9%; Lipid storage S3 cell count max: -6
CCOc1ccc(S(=O)(=O)N(CC(=O)N/N=C/c2cccs2)c2ccc(C)cc2)cc1 is listed as Lipid storage S3: ?; Lipid storage S3 cell count max: .
